hERG WT inh: qHTS for Inhibitors of KCHN2 3.1: Wildtype qHTS. U2OS, BacMam KCNH2, thallium flux FluxOr; active compounds read low. Voltage-gated inwardly rectifying potassium channel KCNH2 (Homo sapiens), Q12809. AID 720551, 2013. activity change, % at 1.84 µM. hit rate 0.37% among 340,000;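 active = maximum activity change below -70%; inconclusive = maximum activity change between -70% and -50%; inactive = maximum activity change above -50%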; also: % is scaled to controls: 0 for no effect and ±100 for the full control effect
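U2OS cells transduced with wild-type KCNH2 virus are loaded with FluxOr dye for 45 min, and thallium flux is measured in kinetic reads before and after stimulation buffer. Rate constants are normalized to DMSO controls.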
MBNL1-CUG inh: qHTS Assay for Inhibitors of MBNL1-poly(CUG) RNA binding. Potency, µM (doses to about 57.5 µM), inactives show at the highest dose activity change, negative = inhibition, hits mostly inhibitors. Muscleblind-like protein 1 (Homo sapiens), Q9NR56. hit rate 0.036% among 280,000. TR-FRET MBNL1-His/biotin-(CUG)12 binding, 665/545 ratio; active = well fitted inhibition curve with a large enough effect in the signal ratio, with a control signal flat, not every such curve was filed as active; inconclusive = small, poorly fitted or top-dose-only effect, or effect the other way, or a change in a side signal; inactive = no such curve, though single readings can be large or run the other way; the % refers to the signal ratio; also: potency is read from the fitted curve at half-maximal effect; % is scaled to controls: 0 for no effect and ±100 for the full control effect
Target sequence (Q9NR56 whole entry, looked up): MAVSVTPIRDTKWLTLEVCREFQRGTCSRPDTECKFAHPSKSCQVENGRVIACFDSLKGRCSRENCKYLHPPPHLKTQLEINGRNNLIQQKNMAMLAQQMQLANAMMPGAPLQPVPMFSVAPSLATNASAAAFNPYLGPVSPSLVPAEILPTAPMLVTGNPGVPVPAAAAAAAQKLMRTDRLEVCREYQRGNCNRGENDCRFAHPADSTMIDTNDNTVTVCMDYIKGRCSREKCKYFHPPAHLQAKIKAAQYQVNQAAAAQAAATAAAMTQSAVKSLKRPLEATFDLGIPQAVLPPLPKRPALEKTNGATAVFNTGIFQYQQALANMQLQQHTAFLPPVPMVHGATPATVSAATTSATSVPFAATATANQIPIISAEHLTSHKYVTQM
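TR-FRET between His-tagged MBNL1 and biotin-(CUG)12 RNA, detected with Tb anti-His antibody (0.055 ng/ul) and streptavidin-XL665 (5 nM), 60 min at room temperature. Compounds titrated 92 nM to 58 uM; 665/545 nm ratio normalized to buffer and complex controls.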
USP2a block: qHTS Assay for Inhibitors of Ubiquitin-specific Protease USP2a Using CHOP2 as the Reporter | hit rate 0.01% among 330,000 | Potency, µM (series often up to 38.3 µM), inactives show at the highest dose activity change, negative = inhibition, actives largely listed as inhibitors | Ubiquitin carboxyl-terminal hydrolase 2 (Homo sapiens), O75604 | USP2 core, Ub-CHOP2 coupled fluorogenic reporter, 485/531 | AID 463254, 2010;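 also: potency is read from the fitted curve at half-maximal effect; plate controls were DMSO wells for no effect and full inhibition by NEM control for full effect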
Target sequence (O75604 whole entry, looked up): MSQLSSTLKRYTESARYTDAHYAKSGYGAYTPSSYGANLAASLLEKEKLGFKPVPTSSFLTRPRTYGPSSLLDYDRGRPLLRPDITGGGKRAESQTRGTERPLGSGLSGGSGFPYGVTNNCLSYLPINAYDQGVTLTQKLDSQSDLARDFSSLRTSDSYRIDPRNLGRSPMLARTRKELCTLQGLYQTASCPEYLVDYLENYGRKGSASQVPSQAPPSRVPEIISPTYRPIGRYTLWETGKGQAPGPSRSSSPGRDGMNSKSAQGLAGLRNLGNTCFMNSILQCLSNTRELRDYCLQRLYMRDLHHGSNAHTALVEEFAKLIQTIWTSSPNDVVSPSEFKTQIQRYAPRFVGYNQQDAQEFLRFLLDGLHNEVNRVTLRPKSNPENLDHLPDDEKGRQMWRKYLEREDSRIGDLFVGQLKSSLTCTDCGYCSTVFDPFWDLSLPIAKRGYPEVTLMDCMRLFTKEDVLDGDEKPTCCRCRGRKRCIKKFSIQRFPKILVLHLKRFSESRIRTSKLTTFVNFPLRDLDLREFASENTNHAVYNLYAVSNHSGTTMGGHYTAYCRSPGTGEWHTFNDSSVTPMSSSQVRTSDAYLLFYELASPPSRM
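USP2 core (10nM final) preincubated 30min RT with compound in 20mM Tris-HCl pH 8.0, 2mM CaCl2, 2mM beta-mercaptoethanol, 0.05% CHAPS; 25nM Ub-CHOP2 plus 25nM reporter substrate added, fluorescence (Ex485/Em531) read after 60min.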
GALK inh: qHTS Assay for Inhibitors of Human Galactokinase (GALK); P51570; Purified GALK, Kinase-Glo residual ATP luminescence; Potency, µM (highest dose often 57.5 µM), without a hit: top-dose activity change, negative = inhibition, hits mostly inhibitors; hit rate 0.007% among 270,000; also: potency is read from the fitted curve at half-maximal effect; % is scaled to controls: 0 for no effect and ±100 for the full control effect
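Quantitative HTS: GALK 5 nM, ATP 35 uM, galactose 100 uM, 1 h room temperature, then luciferase-based ATP detection.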
TSHR antagonist: Antagonists of the Thyroid Stimulating Hormone Receptor: HTS campaign; TSHR-expressing cells, TSH-stimulated cAMP HTRF, 2 h; active compounds read low; activity change, negative = inhibition, % at 11.5 µM; hit rate 0.2% among 330,000;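 active = activity change below a set negative limit, meaning inhibition stronger than a set level, cut at about -70% in these data; inconclusive = activity change between two set negative limits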; also: % is scaled to controls: 0 for no effect and ±100 for the full control effect
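Antagonism was scored as loss of TSH-driven cAMP in TSHR cells, stimulated with 4nM TSH (EC80) for 2 hours at 37 deg C and detected by homogeneous HTRF competition immunoassay.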
PKM2 activator: qHTS Assay for Activators of Human Muscle isoform 2 Pyruvate Kinase | hit rate 0.34% among 260,000 | Pyruvate kinase PKM (Homo sapiens), P14618 | AID 1631, 2009 | purified PKM2, Kinase-Glo ATP luminescence, activation; response scale: 0% is enzyme alone, no compound | Potency, µM (doses to about 57.5 µM), for inactives: at the highest dose activation, actives largely listed as activators; also: potency is read from the fitted curve at half-maximal effect; % is scaled to controls: 0 for no effect and ±100 for the full control effect; nearly all actives have a fitted effect of over 55% in size
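Kinase-Glo luminescence reports ATP generated from ADP (0.1 mM) and PEP (0.5 mM) by purified hPK-M2 after 1 h at room temperature, pH 7.2 imidazole buffer; intermediate enzyme activity allows detecting inhibitors and activators.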
Mito fusion yeast: qHTS Assay for Small Molecule Inhibitors of Mitochondrial Division or Activators of Mitochondrial Fusion; hit rate 0.23% among 320,000; S. cerevisiae fusion-defective mutant growth rescue, CellTiterGlo 48 h; Potency, µM (titrated, usually from 46.1 µM), for inactives: top-dose growth rescue (activation), usual class: activators;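 also: potency is read from the fitted curve at half-maximal effect; % of control where 0% means no effect; nearly all actives have a fitted effect of over 45% in size; temperature-sensitive fusion mutants such as fzo1-1 at 37 °C on non-fermentable ethanol glycerol medium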
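S. cerevisiae fusion-defective temperature-sensitive mutants (e.g. fzo1-1, mgm1-5) grown 48 h at 37C in YPEG (ethanol/glycerol non-fermentable) medium with 23 nl compound per well; growth rescue read as CellTiterGlo luminescence.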
BCR signal inh: qHTS Assay to Find Inhibitors of Chronic Active B-Cell Receptor Signaling; ABC-DLBCL IkBa-CBG/CBR reporter, luminescence ratio, 4 h; Potency, µM (series often up to 46.1 µM), inactives show at the top dose ratio change, negative = lower green/red ratio, hits mostly inhibitors; hit rate 0.05% among 340,000; AID 493014, 2011; active = well fitted inhibition curve with a large enough effect in the signal ratio, with a control signal flat, not every such curve was filed as active; inconclusive = small, poorly fitted or top-dose-only effect, or effect the other way, or a change in a side signal; the % refers to the signal ratio;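 also: potency is read from the fitted curve at half-maximal effect; plate controls were basal doxycycline-induced cells for no effect and cells given 10 µM MG132 for full effect; MG132 reads +100%, hits lower the ratio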
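Doxycycline induced both beetle luciferases in TMD8 lymphoma cells; IKK-driven degradation limits the IkappaBalpha-fused green signal, while red luminescence normalises for cell number and nonspecific effects. Compounds tested up to 46 uM, 4 hrs.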
S-ASM inh: Inhibitors of Secretory Acid Sphingomyelinase (S-ASM): qHTS. placental ASM, HMU-PC fluorogenic substrate, 60 min. Potency, µM (series often up to 57.5 µM), for inactives: at the highest dose activity change, negative = inhibition, actives largely listed as inhibitors. hit rate 0.006% among 340,000; also: potency is read from the fitted curve at half-maximal effect
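Fluorogenic HMU-PC substrate (9 uM final) is turned over by placental ASM in 60 min at 37 C after a 10 min compound preincubation. Reaction ended by alkaline stop (pH 10), with fluorescence read at 386/447 nm.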
Menin-MLL TR inh: qHTS Assay for Inhibitors Targeting the Menin-MLL Interaction in MLL Related Leukemias: Competition With Texas Red Labeled MLL-derived Mutant Peptide. Menin + Texas Red MLL mutant peptide, fluorescence polarization. hit rate 0.23% among 270,000. Potency, µM (series often up to 61.6 µM), inactives show top-dose FP activity change, negative = inhibition, usual class: inhibitors. O00255; active = well fitted inhibition curve with a large enough effect in the polarisation, with a control signal flat, not every such curve was filed as active; inconclusive = small, poorly fitted or top-dose-only effect, or effect the other way, or a change in a side signal; inactive = no such curve, though single readings can be large or run the other way; the % refers to the polarisation; also: potency is read from the fitted curve at half-maximal effect; % of control where 0% means no effect; many of its hits are not listed in these tables
Eya2 phos inh: qHTS Assay for Inhibitors of the Phosphatase Activity of Eya2; Protein phosphatase EYA2 (Homo sapiens), O00167; recombinant Eya2, OMFP fluorescence dephosphorylation (OMFP is methylfluorescein phosphate); Potency, µM (top dose mostly 76.9 µM), inactives show top-dose activity, negative = inhibition, hits mostly inhibitors; hit rate 0.006% among 330,000; AID 488837, 2010; also: potency is read from the fitted curve at half-maximal effect; % is scaled to controls: 0 for no effect and ±100 for the full control effect
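Eya2 (0.2 uM) preincubated 10 min at ambient with compound, then OMFP substrate added at 50 uM; 10 min reaction in 50 mM HEPES pH 7.5, 50 mM NaCl, 5 uM MgCl2, 0.05% BSA, 1 mM DTT. Fluorescence read at Ex 485/Em 525 nm.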
The depositor's hits bear a star; i = inactive; ? = inconclusive; . = not tested or not shown; & = joins results of further samples; [ ] = remark or other dose. Unless noted, calls follow the shape of the dose curve; as a rule, active = well fitted curve in the direction sought with a large enough effect; inconclusive = small, poorly fitted or top-dose-only effect, or another doubt; inactive = no such curve, though single readings can be large; an effect the other way counts as inactive or inconclusive. These rows are one share of the data; count on the stated rates, not on these rows.

SMILES | hERG WT inh | MBNL1-CUG inh | USP2a block | GALK inh | TSHR antagonist | PKM2 activator | Mito fusion yeast | BCR signal inh | S-ASM inh | Menin-MLL TR inh | Eya2 phos inh
Nc1ccccc1-[n+]1c(-c2ccccc2)cc(-c2ccccc2)cc1-c1ccccc1 | 9 | . | 0% | 1% | -5 | -12% | -11% | 1% | -9% | . | ?
COC(=O)C1=C(c2ccc(OCc3ccccc3)cc2)C[C@@H]2CC[C@H]1N2C(=O)NCc1ccc(OC)c(OC)c1 | -24 | . | -3% | . | 46 | . | 22% | ? | -11% | . | -13%
CCC12CN3CC(CC)(CN(C1)C3c1cccnc1)C2=O (centres undefined) | 7 | -1% | 4% | -4% | 5 | 2% | -6% | 1% | 0% | -16% | -18%
CCCCOP(=O)(OCCCC)C(Nc1ccc(C(=O)OCC)cc1)c1ccncc1 (centres undefined) | -4 | -1% | -1% | -3% | -33 | . | 7% | -1% | -16% | 3.2µM* | -18%
O=C(N/N=C/c1c(O)n(C2CC2)c(=S)[nH]c1=O)c1ccccc1O | 5 | 11% | 1% | -2% | -10 | 1% | -3% | ? | -1% | ? | 8%
COc1ccccc1OC(C)C(=O)N1CCC(Cc2ccccc2)CC1 (centres undefined) | 6 | 0% | 2% | 2% | -5 | -8% | 10% | 2% | 5% | ? | -5%
Cc1cc(/C=C2/C(=O)NC(=O)N(C)C2=O)c(C)n1-c1ccccc1 | 0 | 7% | 3% | -2% | 23 | 0% | -6% | -2% | 0% | -18% | 5%
Cc1cccc(OP(=O)(Nc2ccc(F)cc2)Oc2cccc(C)c2)c1 | -18 | 3% | 0% | -5% | -10 | 5% | -5% | ? | -1% | -12% | -1%
C[C@]12CCC(=O)C=C1CC[C@@H]1C2[C@H](O)C[C@]2(C)C(=O)CCC12 (some centres undefined) | 4 | 2% | -4% | 1% | 5 | . | -7% | 5% | 0% | 2% | -4%
O=C(C(=O)N1CCC2(CC1)OCCO2)c1c[nH]c2ccccc12 | -7 | -3% | -2% | -3% | 7 | -3% | 2% | -7% | 1% | -5% | -3%
c1ccc2c(c1)CNc1ccccc1O2 | 5 | -7% | -1% | 0% | -9 | 0% | 2% | 1% | -2% | -2% | -1%
CCOP(=O)(OCC)C(NC(=O)NC)C(N)=O (centres undefined) | -3 | -7% | 1% | -1% | -28 | -2% | 2% | 2% | -1% | . | 2%
CCCCCCC(N)CC(=O)O (centres undefined) | -7 | 6% | -1% | 0% | 0 | 2% | -1% | -2% | -1% | -14% | -10%
CN(C)c1ccc(-[n+]2c(-c3ccccc3)cc(-c3ccccc3)cc2-c2ccccc2)cc1 | 7 | ? | -1% | -2% | -40 | 3% | 0% | ? | -17% | ? | -4%
CCN(CC)c1ccc(/C=N/NC(=O)c2ccoc2C)c(O)c1 | 10 | 8% | 0% | 1% | -9 | -9% | -7% | ? | 63%[activator] | . | -6%

Full records, quoted from the list.
CN(C)c1ccc(-[n+]2c(-c3ccccc3)cc(-c3ccccc3)cc2-c2ccccc2)cc1 is entered as hERG WT inh = 7; MBNL1-CUG inh = ?; USP2a block = -1%; GALK inh = -2%; TSHR antagonist = -40; PKM2 activator = 3%; Mito fusion yeast = 0%; BCR signal inh = ?; S-ASM inh = -17%; Menin-MLL TR inh = ?; Eya2 phos inh = -4%
CCC12CN3CC(CC)(CN(C1)C3c1cccnc1)C2=O (centres undefined) is entered as hERG WT inh = 7; MBNL1-CUG inh = -1%; USP2a block = 4%; GALK inh = -4%; TSHR antagonist = 5; PKM2 activator = 2%; Mito fusion yeast = -6%; BCR signal inh = 1%; S-ASM inh = 0%; Menin-MLL TR inh = -16%; Eya2 phos inh = -18%

More records follow.
SMILES | hERG WT inh | MBNL1-CUG inh | USP2a block | GALK inh | TSHR antagonist | PKM2 activator | Mito fusion yeast | BCR signal inh | S-ASM inh | Menin-MLL TR inh | Eya2 phos inh
CCOP(=O)(OCC)/C(C#N)=C/c1ccoc1 | -10 | -1% | 0% | -2% | -7 | -1% | -5% | ? | 4% | 1% | -15%
CSc1ncc(Cl)c(C(=O)O)n1 | -12 | -1% | 2% | -3% | -2 | -4% | -2% | -2% | 2% | ? | -9%
Cc1cc2sc3ccccc3c(=O)c2c(C)c1O | -32 | 9% | -6% | 0% | -13 | 3% | 17% | ? | 4% | 2% | -3%
O=C(O)c1ccc(N=Cc2c(O)[nH]c(=O)[nH]c2=O)cc1 | 0 | ? | -1% | . | 4 | . | -8% | -1% | 7% | -30% | 9%
Cc1nn(Cc2ccccc2)c(C)c1C(=O)NCc1ccccc1F | 5 | 0% | 1% | 0% | 6 | -7% | 4% | -8% | 2% | -11% | 4%
Cc1cc(C(=O)OCC(=O)Nc2ccc(F)cc2F)c(C)n1C1CC1 | -3 | . | -1% | . | -2 | . | 8% | ? | 3% | . | 6%
C#CCN1CCN(c2ccc(F)cc2)CC1 | 3 | -4% | 4% | 2% | -10 | -10% | -2% | 2% | 1% | -11% | 3%
CN(C)P(=O)(C(Cl)=C(N1CCCCC1)N1CCCCC1)N(C)C | 3 | 1% | 1% | 9% | 2 | 0% | -4% | ? | 3% | -14% | -10%
COc1cccc(CC(=O)N(C)C2CCCN(Cc3ccccc3F)C2)c1 (centres undefined) | -1 | -5% | 2% | -3% | 5 | 0%[11.5 µM] | 0% | 0% | 0% | ? | 2%
C[N+]12CCC(CC1)C(OC(=O)C(O)(c1ccccc1)c1ccccc1)C2 (centres undefined) | -5 | -4% | -1% | -1% | 4 | -7% | -2% | ? | -1% | -9%&16% | 1%
CNCCc1ccccc1 | . | -9% | 1% | 2% | 9 | -9% | -11% | -5% | . | . | -27%
CCOC(=O)c1ccc(N2C(=O)CC(N3CCC(C#N)(c4ccccc4)CC3)C2=O)cc1 (centres undefined) | -4 | -4% | 0% | -1% | 4 | 7% | 2% | 7% | -8% | 20% | 2%
COc1ccc(NC(=O)C2C3CCC(O3)C2C(=O)O)c(OC)c1 (centres undefined) | -7 | 10% | 1% | 0% | -14 | -13% | -3% | -8% | 0% | -25% | 1%
COc1ccc(NC(=O)N2CCC3(CC2)OCCO3)c(OC)c1 | 0 | -12% | 3% | 1% | 0 | 0% | 5% | ? | 5% | -3% | -11%
CCN(CC)CCOC(=O)c1cc2cc(COC)ccc2o1 | 8 | 2% | -1% | 0% | -8 | -15% | 1% | 3% | 0% | 5% | -10%
CCCCNC(=O)c1c(N)n(CCCOC)c2nc3ccccc3nc12 | 8 | 16% | -1% | -5% | -3 | 1% | ? | ? | i | 16% | -20%
CCCCCn1c(=O)c(C(=O)NCc2ccccn2)c(O)c2ccccc21 | -5 | 11% | 1% | 11% | -4 | 18% | -1% | 9% | -17% | -1% | -6%
CCOc1ccc(N=Cc2c(O)n(-c3ccc(C)c(C)c3)c(=O)[nH]c2=O)cc1 | -1 | -2% | 1% | -3% | 3 | -13% | -2% | 0% | 17% | . | 18%
